Chronic BCR inh – chronic active BCR signaling inhibition; AID 493014; ABC-DLBCL IkBa-CBG/CBR reporter, luminescence ratio, 4 h; 340,000 tested, 0.05% active; Potency, µM (top dose mostly 46.1 µM), without a hit: top-dose ratio change, negative = lower green/red ratio, usual class: inhibitors; active means well fitted inhibition curve with a large enough effect in the signal ratio, with a control signal flat, not every such curve was filed as active; inconclusive means small, poorly fitted or top-dose-only effect, or effect the other way, or a change in a side signal; the % refers to the signal ratio;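 further: potency means the concentration at half of the fitted maximal effect; plate controls were basal doxycycline-induced cells for no effect and cells given 10 µM MG132 for full effect; MG132 reads +100%, hits lower the ratio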
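Doxycycline induced both beetle luciferases in TMD8 lymphoma cells; IKK-driven degradation limits the IkappaBalpha-fused green signal, while red luminescence normalises for cell number and nonspecific effects. Compounds tested up to 46 uM, 4 hrs.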
ASM inhibitor – human S-ASM enzyme inhibition; P17405; placental ASM, HMU-PC fluorogenic substrate, 60 min; Potency, µM (titrated, usually from 57.5 µM), for the others: top-dose activity change, negative = inhibition, hits mostly inhibitors; 340,000 tested, 0.006% active; AID 504937; further: potency means the concentration at half of the fitted maximal effect
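HMU-PC0 cleavage (9 uM final) by human placental ASM, 60 min at 37 °C following 10 min compound exposure at RT; stopped at pH 10, fluorescence Ex 386/Em 447 nm.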
B2AR arrestin – beta2AR (human) beta-arrestin recruitment activity; AID 492947; Potency, µM (series often up to 46.1 µM), for the others: at the top dose activation, actives largely listed as activators; beta-arrestin recruitment to beta2AR, cell-based reporter; P07550; 330,000 tested, 0.02% active;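 further: potency means the concentration at half of the fitted maximal effect; 0% = DMSO controls and full agonism = EC100 isoproterenol or metaproterenol; nearly all actives have a fitted effect of over 65% in size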
PTAP TSG101 blk – blocks PTAP/TSG101 interaction to inhibit HIV-1 budding; Fluorescence polarization, FITC-PTAP peptide / Tsg101 binding; Potency, µM (doses to about 115 µM), inactives show top-dose activity change, negative = inhibition, actives largely listed as inhibitors; 340,000 tested, under 10 active; AID 493005; active means well fitted inhibition curve with a large enough effect in the main read-out, with a control signal flat, not every such curve was filed as active; inconclusive means small, poorly fitted or top-dose-only effect, or effect the other way, or a change in a side signal; inactive means no such curve, though single readings can be large or run the other way; further: potency means the concentration at half of the fitted maximal effect; % of control where 0% means no effect
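Fluorescence anisotropy tracks displacement of a FITC-tagged PTAP peptide (50 nM) from the Tsg101 binding domain (10 uM), following a 20 min room-temperature incubation at pH 7.5.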
Giardia killer – Giardia lamblia killing; Giardia lamblia trophozoite viability; activity change, % at 7.66 µM, hits read low; 340,000 tested, 0.15% active; AID 540267; in the data active means activity change below about -80%; inconclusive means between about -30% and that limit;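 further: parasites exposed to compound for two days anaerobically before the ATP read; on the % scale 0 is the no-effect control and ±100 the full control effect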
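Viability, read as ATP luminescence: trophozoites at 100 cells/well, compound added, 48 hrs anaerobic at 37 deg C, then 15-30 min room-temperature development before reading.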
Tb PFK inh – T. brucei PFK enzyme inhibition. T. brucei PFK, ADP-Glo luminescence. Potency, µM (top dose mostly 57.5 µM), for inactives: at the top dose activity, negative = inhibition, actives largely listed as inhibitors. 330,000 tested, 0.17% active;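 further: potency means the concentration at half of the fitted maximal effect; 0% = uninhibited 1x PFK enzyme wells and -100% = no-enzyme wells; nearly all actives have a fitted effect of over 60% in size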
Target sequence (O15648 whole entry, looked up): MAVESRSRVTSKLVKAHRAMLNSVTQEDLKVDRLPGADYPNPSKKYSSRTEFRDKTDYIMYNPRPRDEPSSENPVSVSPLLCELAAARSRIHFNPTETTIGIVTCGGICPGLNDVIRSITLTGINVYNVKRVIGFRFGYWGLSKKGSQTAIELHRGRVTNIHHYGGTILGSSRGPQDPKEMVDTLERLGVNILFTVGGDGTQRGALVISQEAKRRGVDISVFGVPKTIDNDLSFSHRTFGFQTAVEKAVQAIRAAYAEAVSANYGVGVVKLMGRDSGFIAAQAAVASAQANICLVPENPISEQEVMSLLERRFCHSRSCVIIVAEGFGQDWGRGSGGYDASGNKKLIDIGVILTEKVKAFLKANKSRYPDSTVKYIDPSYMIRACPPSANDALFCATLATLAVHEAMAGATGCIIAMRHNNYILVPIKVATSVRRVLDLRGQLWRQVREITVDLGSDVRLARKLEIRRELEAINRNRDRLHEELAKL
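Activity is normalized to no-enzyme wells (full inhibition) and 1.25 nM enzyme wells (no inhibition). Reaction: 0.5 mM F6P, 0.1 mM ATP, 45 min RT, ADP-Glo luminescence; concentration-response curves fitted and classed by quality.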
Integrin act MD – activators of alpha7 integrin expression for muscular dystrophy. Potency, µM (doses to about 38.3 µM), inactives show top-dose activation, hits mostly activators. 350,000 tested, 0.064% active. alpha7betagal myoblasts, beta-gal FDG fluorescence, 48 h;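 further: potency means the concentration at half of the fitted maximal effect; 100% = response of the positive control SU9516; nearly all actives have a fitted effect of over 60% in size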
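alpha7betagal+/- myoblasts (passage 13, 250/well) treated 48 h at 37C with compounds at 1:260 dilution of DMSO stock. Lysed, then beta-galactosidase activity read as FDG fluorescence (ex 480/em 540) after 30 min, with pre-read for autofluorescence.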
Menin-MLL TR inh – inhibitors of human menin-MLL interaction, mutant MLL peptide; Potency, µM (titrated, usually from 61.6 µM), without a hit: top-dose FP activity change, negative = inhibition, most hits filed as inhibitors; 270,000 tested, 0.23% active; AID 1768; Menin + Texas Red MLL mutant peptide, fluorescence polarization; active means well fitted inhibition curve with a large enough effect in the polarisation, with a control signal flat, not every such curve was filed as active; inconclusive means small, poorly fitted or top-dose-only effect, or effect the other way, or a change in a side signal; inactive means no such curve, though single readings can be large or run the other way; the % refers to the polarisation; further: potency means the concentration at half of the fitted maximal effect; % of control where 0% means no effect; many of its hits are not listed in these tables
Target sequence (O00255 whole entry, looked up): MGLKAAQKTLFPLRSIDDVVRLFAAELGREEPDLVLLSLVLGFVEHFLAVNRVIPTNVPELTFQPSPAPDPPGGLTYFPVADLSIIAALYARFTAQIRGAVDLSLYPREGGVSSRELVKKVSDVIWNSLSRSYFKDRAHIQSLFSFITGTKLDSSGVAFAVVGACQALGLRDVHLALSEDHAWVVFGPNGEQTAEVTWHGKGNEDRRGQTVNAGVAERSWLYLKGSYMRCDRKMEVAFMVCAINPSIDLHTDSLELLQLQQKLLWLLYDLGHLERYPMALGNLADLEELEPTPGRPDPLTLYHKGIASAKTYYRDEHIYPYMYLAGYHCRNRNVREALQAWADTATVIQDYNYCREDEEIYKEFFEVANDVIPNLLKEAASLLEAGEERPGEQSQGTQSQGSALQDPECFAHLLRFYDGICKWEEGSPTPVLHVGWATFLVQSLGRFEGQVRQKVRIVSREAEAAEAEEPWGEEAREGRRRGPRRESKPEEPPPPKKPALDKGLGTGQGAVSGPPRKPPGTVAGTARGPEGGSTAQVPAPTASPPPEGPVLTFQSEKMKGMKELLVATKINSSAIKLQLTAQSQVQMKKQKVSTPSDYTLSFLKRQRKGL
Coupling enz – counter-screen for Giardia aldolase inhibitors: coupling enzyme system; coupling enzyme system counterscreen, AmpLite Red fluorescence; activity change, negative = inhibition, % at 58.2 µM, hits read low; 290,000 tested, 0.67% active; in the data active means activity change below about -30%; further: on the % scale 0 is the no-effect control and ±100 the full control effect
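Counterscreen of the coupled detection system alone, without aldolase: glyceraldehyde-3-phosphate coupling enzymes plus AmpLite Red readout. Compounds at 57.5 uM final, 10 min RT preincubation, 20 min RT reaction, fluorescence 525/598 nm.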
GALK inhibitor – blocks human galactokinase activity; P51570; Purified GALK, Kinase-Glo residual ATP luminescence; Potency, µM (titrated, usually from 57.5 µM), for the others: at the top dose activity change, negative = inhibition, actives largely listed as inhibitors; 270,000 tested, 0.007% active; AID 1868; further: potency means the concentration at half of the fitted maximal effect; on the % scale 0 is the no-effect control and ±100 the full control effect
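Kinase-Glo Plus luminescence measured ATP left after a 1 h room-temperature reaction. The reaction used 5 nM GALK, 100 uM galactose and 35 uM ATP at pH 8.0 (20 mM HEPES, 5 mM MgCl2, 60 mM NaCl, 1 mM DTT, 0.01% BSA).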
PKM2 activator – increases activity of human pyruvate kinase M2. P14618. purified PKM2, Kinase-Glo ATP luminescence, activation; response scale: 0% is enzyme alone, no compound. Potency, µM (highest dose often 57.5 µM), inactives show at the top dose activation, hits mostly activators. 260,000 tested, 0.34% active. AID 1631; further: potency means the concentration at half of the fitted maximal effect; on the % scale 0 is the no-effect control and ±100 the full control effect; nearly all actives have a fitted effect of over 55% in size
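hPK-M2, >95% pure; 0.1 mM ADP / 0.5 mM PEP final; imidazole pH7.2 buffer w/ 7 mM MgCl2, 50 mM KCl; 1 h RT; Kinase-Glo lum. Intermediate enzyme activity for dual inhibitor/activator qHTS.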
* = called active by the depositor; ? = inconclusive; / = not tested or not shown; [ ] = another dose, or the depositor's remark. Unless noted, the call rests on the fitted dose curve; in most records, active means well fitted curve in the direction sought with a large enough effect; inconclusive means small, poorly fitted or top-dose-only effect, or another doubt; inactive means no such curve, though single readings can be large; an effect the other way counts as inactive or inconclusive. The list is partial, so the mix of outcomes need not match the whole.

SMILES	Chronic BCR inh	ASM inhibitor	B2AR arrestin	PTAP TSG101 blk	Giardia killer	Tb PFK inh	Integrin act MD	Menin-MLL TR inh	Coupling enz	GALK inhibitor	PKM2 activator
O=C(Cc1cccs1)Nc1ccc(F)c(S(=O)(=O)N2CCOCC2)c1	-5%	1%	-1.4%	-3%	4	-3%	-27%	/	/	/	/
CCC(C)(C)C1CCC2(CC1)NC(=O)N(CC(=O)N1CCN(C(=O)c3ccco3)CC1)C2=O (stereo unspecified)	3%	4%	0.0%	-7%	-11	-1%	-13%	/	/	/	/
Cc1ccc(S(=O)(=O)N(C)CC(=O)Nc2ccc3c(c2)OCO3)cc1	-5%	-5%	0.0%	-1%	3	0%	-947%[inhibitor]	-1%	2	1%	2%
CC(C)c1ccc(NC(=O)CSC(C)c2nc3ccccc3c(=O)[nH]2)cc1 (stereo unspecified)	?	0%	-0.3%	-12%	4	1%	10%	/	-3	1%	-2%
Cc1ccccc1OCCn1cc(C(=S)N2CCN(C)CC2)c2ccccc21	-5%	-5%	-1.0%	2%	7	-1%	-16%	0%	-6	0%	/
CCOC(=O)CCc1c(C)nc2ncnn2c1C	?	2%	-0.3%	-3%	-10	-7%	0%	-8%	-2	4%	-11%
O=C(NCc1ccc2c(c1)OCO2)Nc1ccc([N+](=O)[O-])cc1	-7%	-1%	-0.7%	-3%	21	?	12%	?	1	1%	-1%
COc1ccc(C(=O)NCCS(=O)(=O)N2CCN(C(=O)c3ccco3)CC2)cc1	-17%	8%	0.3%	-1%	-4	-5%	4%	/	/	/	/
CCC(Oc1ccccc1)C(=O)NCCCN1CCOCC1 (stereo unspecified)	7%	1%	-0.6%	-2%	-3	-8%	24%	-19%	1	3%	2%
O=C(NCC1CC1)c1onc(CSc2nc3ccccc3[nH]2)c1C(=O)NCC1CC1	?	-7%	-1.0%	-3%	-9	-6%	0%	6%	0	/	2%
COc1ccc2[nH]cc(C(=O)CNc3nc(C)cs3)c2c1	-1%	-3%	-0.6%	-3%	7	2%	35%	0%	-3	0%	0%
CCN(CC)CC(=O)NCc1cc(-c2ccc(OC)cc2)no1	-12%	-1%	0.0%	-4%	-12	-1%	-2%	15%	4	-1%	3%
CCOC(=O)c1[nH]cnc1C(=O)N[C@@H](C)c1ccccc1	-1%	3%	0.0%	-7%	3	-3%	-15%	/	/	/	/
Cc1ccc(NC(=O)Cn2c(=O)oc3cc(S(=O)(=O)N4CCC(C)CC4)ccc32)cc1C	-1%	-3%	0.5%	3%	6	1%	-45%[inhibitor]	?	8	1%	-3%
Cc1ccc(C(NC(=O)C(C)C)c2cc([N+](=O)[O-])c3cccnc3c2O)cc1 (stereo unspecified)	-1%	-5%	-1.2%	5%	-2	0%	17%	?	-7	/	19%
CC(=O)c1c(C)nc(-c2ccccc2)n1O	-5%	-1%	0.1%	-5%	-6	1%	9%	-10%	/	1%	-10%
COc1ccc(CN2CCNC(=O)C2CC(=O)N(C)Cc2cc(C)no2)cc1OC (stereo unspecified)	-4%	7%	-1.1%	/	2	2%	-7%	/	/	-7%	-7%
O=S(=O)(Cc1ccccc1)NCCc1ccc(F)cc1	5%	-2%	-1.1%	-1%	-5	0%	8%	0%	-1	0%	0%
Cc1ccc(NC(=S)N(CCCN2CCN(C)CC2)Cc2cccs2)cc1C	?	1%	-0.4%	1%	3	-11%	-80%[inhibitor]	-13%	-3	8%	-3%
O=C(CSc1nnc(CNC(=O)c2cccs2)o1)NC1CCCC1	9%	2%	-0.1%	-1%	-1	-3%	-40%	2%	-1	-4%	3%
Cc1ccc(NC(=O)CSc2nnc(-c3ccccc3Br)o2)cc1C	-3%	-7%	-0.2%	-5%	-13	2%	?	3%	0	2%	1%
O=C(NC1CC1)C1=C[C@H](C2CCCCC2)C[C@H](OCc2ccc(CO)cc2)O1	4%	3%	-0.9%	-1%	?	-3%	-6%	-5%	-7	-1%	0%
CCOC(=O)C1(Cc2cccc(Cl)c2)CCCN(C(=O)CCC(=O)N(C)C)C1 (stereo unspecified)	3%	-1%	-1.1%	-3%	19	-8%	-5%	2%	0	3%	-2%
COc1ccccc1N(CC(=O)NCc1ccccc1)C(=O)CCC(=O)Nc1cc(C)ccn1	?	1%	-0.1%	-2%	-4	-3%	-15%	15%	-1	0%	2%
Cc1cc(S(=O)(=O)Nc2ccc(C(=O)NCC3(N(C)C)CCCCC3)cc2)ccc1F	0%	/	-0.1%	2%	2	0%	-7%	/	/	/	/

(list continues)
SMILES	Chronic BCR inh	ASM inhibitor	B2AR arrestin	PTAP TSG101 blk	Giardia killer	Tb PFK inh	Integrin act MD	Menin-MLL TR inh	Coupling enz	GALK inhibitor	PKM2 activator
CN(C)N=Nc1nc2c(c(=O)n(C)c(=O)n2C)n1C	?	-1%	-1.1%	-3%	3	4%	-2%	/	-2	0%	5%
CCC1CCCCN1C(=O)CNCC1CCCO1 (stereo unspecified)	-7%	1%	-0.7%	-1%	0	4%	5%	-3%	-1	-1%	1%
CCN(C[C@H]1N[C@@](C)(C(=O)OC)[C@H]2C(=O)N(C)C(=O)[C@@H]12)S(=O)(=O)c1ccccc1	3%	4%	-0.4%	-3%	9	12%	11%	/	/	/	/
COc1ccnc(Oc2ccccc2)c1C(=O)N/C=N/OCc1ccccc1	2%	-2%	-0.7%	-3%	-5	-5%	-18%	13%	5	10%	-1%
COc1ccc(S(=O)(=O)NCC2CCCN(C(=O)c3sccc3C)C2)cc1 (stereo unspecified)	0%	1%	-0.3%	-2%	2	-6%	-33%	-17%	1	3%	0%
COc1ccc(C(=O)Cn2c(Cl)nc3c2c(=O)n(C)c(=O)n3C)cc1	0%	1%	0.1%	-2%	9	-1%	-42%	/	4	5%	2%
CN(c1ccccc1)S(=O)(=O)c1cccc(Cl)c1Cl	-2%	-2%	-0.3%	0%	-6	1%	41%	/	-2	1%	0%
Cc1ccc(/C=C/C(=O)O)cc1S(=O)(=O)NCc1cccnc1	0%	2%	-0.6%	-6%	-16	-4%	8%	/	3	/	-3%
COC(=O)[C@H](CCSC)NC(=O)Nc1ccc(C)cc1C	0%	1%	0.3%	-3%	10	0%	3%	-1%	1	5%	-4%
Cc1cc(C)cc(NC(=O)CSc2nnc(-c3ccccc3C)o2)c1	-16%	-15%	-0.9%	-2%	1	0%	0%	25%	0	-2%	-9%
COc1ccc(OCCn2cc(/C=N/NC(=O)c3ccncc3)c3ccccc32)cc1	-16%	-4%	0.3%	-1%	0	0%	-4%	?	-1	2%	-4%
O=C1c2ccccc2NC(c2ccccn2)N1NS(=O)(=O)c1ccccc1 (stereo unspecified)	?	10%	-0.3%	-6%	19	-5%	23%	8%	0	1%	2%
COc1cccc(Sc2ccccc2CN(C)C)c1	-2%	0%	-0.1%	-3%	2	1%	-7%	-9%	1	4%	-5%
C=CC[C@H](CC(=O)NCCO)C(=O)N[C@@H](C)COC(=O)[C@H](CC=C)CC(=O)OC(C)(C)C	4%	6%	-0.5%	-3%	-13	0%	7%	/	/	/	/
COc1ccccc1CC(=O)NCc1csc(-c2cccs2)n1	?	-1%	0.1%	0%	-2	2%	7%	/	-2	-1%	11%
CC(C)=C1C2C=CC1C(C(=O)Nc1cc(C)ccc1C)C2C(=O)O (stereo unspecified)	3%	-2%	0.0%	-14%	-15	1%	22%	9%	0	1%	2%
CCOC(=O)N1CCC(NC(=O)CCCN2C(=O)CSc3ncccc32)CC1	/	-1%	/	0%	2	/	9%	4%	3	1%	0%
CC(C)CC(c1nnnn1Cc1ccco1)N1CCN(c2cccc(Cl)c2)CC1 (stereo unspecified)	8%	-3%	-0.3%	-3%	0	2%	39%	-13%	-4	0%	29%
COc1ccccc1N1CCN(C(=O)C(Cc2ccccc2)NC(=O)C2CCCCC2)CC1 (stereo unspecified)	-10%	6%	0.0%	-1%	-3	4%	-22%[7.66 µM]	?	-1	-3%	-3%
Cc1cc(NC(=O)c2ccc(N(C)S(=O)(=O)c3ccccc3)cc2)no1	15%	2%	0.0%	-17%	5	2%	-5%	28%	1	-3%	6%
CCN(C(=O)COC(=O)CCC(=O)c1ccccc1)c1c(N)n(Cc2ccccc2)c(=O)[nH]c1=O	0%	6%	-0.2%	-2%	1	0%	10%	/	/	/	/
Cc1ccc(NC(=O)CCNS(=O)(=O)c2ccc3[nH]c(=O)oc3c2)c(Cl)c1	-1%	0%	-0.1%	-6%	-14	2%	-19%	31%[activator]	-3	-1%	/

Screening results as filed in PubChem.
